# Compound activity deposited in PubChem BioAssay by Broad Institute.
# NSD2 HMT inh: NSD2 (human) methyltransferase inhibition. NSD2 peptide methylation, AlphaScreen, 120 min. inhibition, % at 12.5 µM. 310,000 tested, 0.54% active. AID 743445; in the data active means inhibition above about 50%
# Target sequence (O96028 whole entry, looked up): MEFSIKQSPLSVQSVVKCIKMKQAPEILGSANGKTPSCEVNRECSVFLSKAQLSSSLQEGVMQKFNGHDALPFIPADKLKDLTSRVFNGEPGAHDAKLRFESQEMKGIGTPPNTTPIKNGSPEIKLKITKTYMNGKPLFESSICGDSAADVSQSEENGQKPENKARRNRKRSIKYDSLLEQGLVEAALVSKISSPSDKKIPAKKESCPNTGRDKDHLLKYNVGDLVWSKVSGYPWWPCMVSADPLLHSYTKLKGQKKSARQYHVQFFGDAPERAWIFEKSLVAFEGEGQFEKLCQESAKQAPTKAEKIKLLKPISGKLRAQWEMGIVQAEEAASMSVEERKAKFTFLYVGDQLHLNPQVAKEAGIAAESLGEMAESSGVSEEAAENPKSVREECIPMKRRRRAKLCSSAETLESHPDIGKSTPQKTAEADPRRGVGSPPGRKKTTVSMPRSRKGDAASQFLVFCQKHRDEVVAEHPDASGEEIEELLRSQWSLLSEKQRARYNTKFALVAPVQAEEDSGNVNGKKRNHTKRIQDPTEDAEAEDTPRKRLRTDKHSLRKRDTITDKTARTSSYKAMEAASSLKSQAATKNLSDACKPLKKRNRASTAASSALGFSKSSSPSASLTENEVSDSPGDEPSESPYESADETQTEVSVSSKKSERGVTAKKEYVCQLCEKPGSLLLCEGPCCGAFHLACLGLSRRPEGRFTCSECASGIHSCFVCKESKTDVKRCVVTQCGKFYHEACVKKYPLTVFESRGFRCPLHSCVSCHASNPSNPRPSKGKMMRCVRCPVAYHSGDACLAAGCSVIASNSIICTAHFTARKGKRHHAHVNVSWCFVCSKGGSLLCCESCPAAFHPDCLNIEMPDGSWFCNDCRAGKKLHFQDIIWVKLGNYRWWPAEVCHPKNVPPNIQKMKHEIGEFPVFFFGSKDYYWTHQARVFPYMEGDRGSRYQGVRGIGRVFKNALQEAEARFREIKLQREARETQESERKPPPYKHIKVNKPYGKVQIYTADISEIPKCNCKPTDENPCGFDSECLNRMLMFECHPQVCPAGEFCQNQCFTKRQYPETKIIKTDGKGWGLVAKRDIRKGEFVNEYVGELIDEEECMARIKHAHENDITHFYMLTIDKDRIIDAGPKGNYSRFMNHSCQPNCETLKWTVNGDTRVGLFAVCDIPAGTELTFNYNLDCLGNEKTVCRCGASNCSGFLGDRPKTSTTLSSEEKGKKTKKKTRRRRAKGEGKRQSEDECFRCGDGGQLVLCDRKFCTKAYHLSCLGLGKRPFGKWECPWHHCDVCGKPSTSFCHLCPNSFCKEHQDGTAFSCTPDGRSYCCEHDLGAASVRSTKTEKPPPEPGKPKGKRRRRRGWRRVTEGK
# SR-BI DiI-HDL act: SR-BI HDL lipid transfer activation; activation, % at 12.5 µM; AID 504775; CHO ldlA[mSR-BI] cells, DiI-HDL uptake fluorescence, 3 h; 100 = double the neutral-control signal; 320,000 tested, 0.096% active;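 active means mean replicate activation of at least 60% and every replicate at or above 60%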;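 further: 0% = median plate neutral-control signal and 100% = twice that signal; values of inactives mirror those of a sister screen read the other way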
#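 Material – SR-BI-overexpressing, LDLR-lacking CHO cells · Medium – BSA-supplemented, HEPES-buffered Ham's F12, pH 7.4 · Doses – single concentration · Times – compound with DiI-HDL co-incubation, 3 h at 37 °C · Measured by – bottom-read fluorescence, 550/595 nm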
# CAL PDZ FP-1: human CAL PDZ-peptide interaction inhibition; inhibition, % at 20 µM; AID 504414; purified CAL PDZ, TMR-peptide fluorescence polarization, 1 h; 330,000 tested, 0.02% active; Q9HD26;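 active means highest replicate inhibition of at least 40%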;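 further: plate controls were DMSO neutral control wells for no effect and unlabeled competitor peptide control wells for full effect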
#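 Read-out basis: mP drop reported as inhibition | Assay system: Tagged CAL PDZ protein CerCALP, purified | Benchmarks: Unlabelled peptide for full inhibition, DMSO wells as neutral | Schedule: 1 h incubation at room temperature before polarization reading | Buffer or medium: Sodium phosphate/NaCl buffer pH 7.4 with TCEP, IgG, Thesit | Doses: Single point, 20 µM | Measured by: Fluorescence polarization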
# MITF act: activators of MITF-driven TRPM1 promoter activity in SK-MEL-5 cells; SK-MEL-5 TRPM1-promoter luciferase, 24 h; % of positive control, neutral wells = 0; activation, % at 12.5 µM; 300,000 tested, 0.75% active;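 active means mean activation of at least 80% with every replicate also reaching 80%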;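 further: 0% = neutral control wells and 100% = parthenolide positive control wells; values of inactives mirror those of a sister screen read the other way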
# CAL PDZ FP-2: blocks peptide binding to the human CAL PDZ domain; 300,000 tested, 0.92% active; purified CAL PDZ, TMR-peptide fluorescence polarization, 1 h; Q9HD26; inhibition, % at 24.9 µM; AID 602252;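 active means mean inhibition of at least 30% with at least half of replicates also reaching 30%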;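 further: 0% = DMSO neutral control and 100% = excess unlabeled competitor peptide PRC23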
# dFosB activator: mouse delta FosB homodimer activation; activation, % at 25 µM; 340,000 tested, 0.99% active; P13346; purified delta FosB, TAMRA-CDK5 oligo fluorescence polarization; percent of positive-control signal above neutral wells;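 active means mean activation above about 17%, with every replicate also reaching it, limit read from the data, passing the limit was not always enough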;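 further: fluorescence polarization rise as delta FosB binds a TAMRA Cdk5 AP-1 oligo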
# SR-BI DiI inh: blocks mouse SR-BI lipid uptake from DiI-HDL. Q61009. ldlA[mSR-BI] CHO cells, DiI-HDL uptake fluorescence, 3 h. inhibition, % at 12.5 µM. 320,000 tested, 0.96% active;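 active means mean replicate inhibition of at least 70% and a set share of replicates each scoring 70 or more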;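 further: 0% = median of neutral control wells and 100% = median of positive control wells; values of inactives mirror those of a sister screen read the other way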
# PvdQ inh: P. aeruginosa PvdQ acylase inhibition; purified PvdQ acylase, fluorescence plate reader; inhibition, % at 10 µM; 340,000 tested, 0.063% active; in the data active means inhibition above about 30%, passing the limit was not always enough;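 further: 0% = vehicle neutral wells and 100% = reference inhibitor wells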
# PfHsp90 yeast 2: inhibits growth of yeast expressing Plasmodium falciparum Hsp90. inhibition, % at 9.4 µM. 310,000 tested, 0.32% active. AID 504621. S. cerevisiae expressing PfHsp90, BacTiter-Glo ATP, 48 h; yeast lacking PDR1 and PDR3 efflux regulators;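 active means every replicate shows inhibition above about 80%, whatever the replicate mean, limit read from the data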;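 further: 0% = DMSO neutral controls and 100% = 20 µM radicicol positive controls; yeast relying on Plasmodium falciparum Hsp90 in place of its own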
# Rtt109 HAT inh: inhibitors of Candida albicans Rtt109/Vps75 histone acetyltransferase; Q5AAJ8; 330,000 tested, 0.16% active; purified Rtt109/Vps75, ThioGlo CoA-SH fluorescence, 4 h; inhibition, % at 34.9 µM;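 active means inhibition of at least 50% in every replicate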
# The depositor's hits bear a star; / = not tested or not shown; & = joins results of further samples.
SMILES,NSD2 HMT inh,SR-BI DiI-HDL act,CAL PDZ FP-1,MITF act,CAL PDZ FP-2,dFosB activator,SR-BI DiI inh,PvdQ inh,PfHsp90 yeast 2,Rtt109 HAT inh
COc1ccc(N)cc1S(=O)(=O)Nc1ccccc1Cl,0,-1,-1.7,16,2,6,1,-9,24,4
Cc1ccc(NC(=O)COC(=O)CNC(=O)c2cccs2)cc1S(=O)(=O)N1CCOCC1,-1,8,0.2,4,/,-12,-8,-12,-7,1
COc1cc(/C=N/n2cnc3scc(-c4cccs4)c3c2=O)cc(OC)c1OC,-3,11,-0.8,-14,2,-11,-11,-3,-21,8
CCn1c(-c2cc(-c3cc(C)ccc3C)nc3ccccc23)n[nH]c1=S,3,-40,-0.3,4,4,3,40,-4,10,-2
CN(C)c1nc(-c2ccccc2)nc(-c2ccc(Cl)cc2)c1C#N,-5,-1,-0.3,7,1,3,1,-16,-3,-19
CCOC(=O)Cn1c(CN(Cc2ccccc2)Cc2ccccc2)nc2c1c(=O)[nH]c(=O)n2C,1,4,-1.5,9,/,-11,-4,-12,2,5
O=C(Cn1c(C(F)(F)F)nc2ccccc21)NCCN1CCCC1,-1,15,-1.3,-6,/,-9,-15,-6,/,-3
Cc1nn(-c2cccc(C(F)(F)F)c2)c(=O)c2noc(C)c12,-3,4,0.5,20,-3,-1,-4,-11,-6,4
COc1ccccc1OCc1nc(Cc2ccc(Cl)cc2)no1,0,19,0.1,0,4,5,-19,-14,-4,2
O=C(NCc1ccc(F)cc1)c1cccc2c1C(=O)c1ccc(N3CCC(Cc4ccccc4)CC3)cc1S2(=O)=O,/,-44,1.7,2,0,-7,44,-3,-5,-5
CCOc1ccc(Cl)cc1CSc1n[nH]c(C)n1,-1,-31,-1.4,12,0,1,31,-11,26,-9
O=C(CSc1nnc2c(n1)[nH]c1ccccc12)Nc1ccc(S(=O)(=O)Nc2ncccn2)cc1,5,13,-6.0,-4,-10,-13,-13,-12,-4,/
COc1ccc(N=C2C(=O)Nc3c(C)cccc32)cc1,2,9,/,-14,-3,-1,-9,-9,9,13
Cc1cc2nnc(SCC(=O)N(C)C3CCS(=O)(=O)C3)n2c2ccccc12 (configuration not stated),-3,13,-2.0,24,-12,-4,-13,-2,-11,4
O=C(C1CC1)N1CCc2cc(S(=O)(=O)NCCC3=CCCCC3)ccc21,2,48,/,4,-1,-3,-48,-2,-11,1
CCOc1ccccc1OC(C)C(=O)Nc1ccc(S(=O)(=O)N2CCCC2)cc1 (configuration not stated),0,-18,-1.0,-2,/,-7,18,-9,-11,1
CCNC(=S)NNC(=O)c1ccncc1,1,17,-0.5,-2,68*,-10,-17,-6,6,-7
CCc1ccccc1NC(=O)CN(C)C(=O)CSc1nnc(Nc2cccc(C)c2C)s1,-1,-24,-2.1,1,1,-2,24,8,1,46
CCOC(=O)c1cc(C)sc1/N=C/C1C(=O)CC(C)(C)CC1=O,-3,26,-0.8,4,0,-10,-26,11,-14,-1
O=C(CN1C2CCCC1CC(NC(=O)c1ccccc1)C2)Nc1nccs1 (configuration not stated),8,14,-1.7,-1,-17,-4,-14,-6,19,-1

# Another view of 2 compounds above:
CCNC(=S)NNC(=O)c1ccncc1
  NSD2 HMT inh: 1	SR-BI DiI-HDL act: 17	CAL PDZ FP-1: -0.5	MITF act: -2	CAL PDZ FP-2: 68*	dFosB activator: -10	SR-BI DiI inh: -17	PvdQ inh: -6	PfHsp90 yeast 2: 6	Rtt109 HAT inh: -7

CCc1ccccc1NC(=O)CN(C)C(=O)CSc1nnc(Nc2cccc(C)c2C)s1
  NSD2 HMT inh: -1	SR-BI DiI-HDL act: -24	CAL PDZ FP-1: -2.1	MITF act: 1	CAL PDZ FP-2: 1	dFosB activator: -2	SR-BI DiI inh: 24	PvdQ inh: 8	PfHsp90 yeast 2: 1	Rtt109 HAT inh: 46

# (further entries)
SMILES,NSD2 HMT inh,SR-BI DiI-HDL act,CAL PDZ FP-1,MITF act,CAL PDZ FP-2,dFosB activator,SR-BI DiI inh,PvdQ inh,PfHsp90 yeast 2,Rtt109 HAT inh
O=C(CSc1nnc(-c2ccncc2)n1-c1ccccc1)Nc1ccc(C(=O)O)cc1,-1,17,-0.5,-2,0,3,-17,-12,-1,0
Cc1cc(C)n2cc(CSc3nc4ccccc4[nH]3)nc2n1,-2,11,-0.7,13,0,-11,-11,-8,17,5
CCOC(=O)Cc1nnc(NC(=O)C23CC4CC(CC(C4)C2)C3)s1,2,36,-0.2,/,-3,-6,-36,-10,3,2
CSc1ccc(CCNS(=O)(=O)c2ccc3c(c2)C(C)(C)C(=O)N3C)cc1,1,14,-2.3,5,-9,2,-14,-2,9,-16
COCCNc1cc(NCCOC)c([N+](=O)[O-])cc1[N+](=O)[O-],-4,-41,-2.3,14,5,-3,41,-3,-3,/
CCCCNC(=O)NNc1nc(Cl)cc(C)c1C#N,-1,/,-2.3,7,3,-2,/,-9,28,3
Cc1nc2ccc(C(=O)Nc3ccc4nc[nH]c4c3)cc2[nH]1,0,-5,-1.0,/,-16,-1,5,-5,22,-1
CCSc1nnc2ccc(-c3ccco3)nn12,-1,/,-2.3,-3,-3,-5,/,4,-10,-17
Cc1ccc(F)cc1N=Cc1c(O)c2ccccc2oc1=O,-2,-2,39,-3,-5,1,2,-4,7,-2
Cc1cccc(-n2c(O)c(C=Nc3cccc(O)c3)c3ccccc3c2=O)n1,6,/,-0.6,1,7,-15,/,-9,-19,14
CCOP(=O)(Nc1ccc2oc(=O)c3ccccc3c2c1)OCC,-1,-32,-2.7,12,-1,-24,32,-13,-19,1
CC(NC(=O)CC1Nc2ccccc2NC1=O)c1ccccc1 (configuration not stated),4,3,-0.7,0,-3,-1,-3,3,5,9
CCc1nnc(NC(=O)c2cccnc2)s1,0,8,0.8,4,-5,-1,-8,-5,/,-5
COC(=O)[C@@H](c1ccccc1)N(C)S(=O)(=O)c1cccc(S(=O)(=O)N(C)[C@@H](C(=O)OC)c2ccccc2)c1,/,-17,-1.1,-19,-7,-9,17,-15,7,-6
O=C(COc1ccccc1)N/N=C/c1ccc(O[C@@H]2O[C@H](CO)[C@@H](O)[C@H](O)[C@H]2O)cc1,-1,31,-1.8,-1,-2,-1,-31,-11,3,9
Cc1c(/N=C/c2ccco2)n(Cc2ccccc2)c2ccccc12,2,-12,0.3,/,1,-9,12,-10,/,6
CCCCCC(=O)Nc1c(-c2cccs2)c(=O)c2ccccc2n1C,0,22,-0.3,6,-5,-1,-22,3,3,1
COc1ccc(CN2CCOCC2)cc1OC,-6,10,-0.3,16,0,0,-10,-13,-17,0
COc1ccc(C(=O)NC(Nc2ccccc2)C(Cl)(Cl)Cl)cc1 (configuration not stated),/,1,-0.2,-9,-5,-2,-1,-1,5,14
Cc1ccc2nc(N(CCCN(C)C)C(=O)c3cc4ccccc4oc3=O)sc2c1,7,-20,-2.7,-1,-6,9,20,-2,-30,4

# In another format: entries from further up
# Values run as follows: NSD2 HMT inh | SR-BI DiI-HDL act | CAL PDZ FP-1 | MITF act | CAL PDZ FP-2 | dFosB activator | SR-BI DiI inh | PvdQ inh | PfHsp90 yeast 2 | Rtt109 HAT inh
- CC(NC(=O)CC1Nc2ccccc2NC1=O)c1ccccc1 (configuration not stated)
  4 | 3 | -0.7 | 0 | -3 | -1 | -3 | 3 | 5 | 9
- CCCCCC(=O)Nc1c(-c2cccs2)c(=O)c2ccccc2n1C
  0 | 22 | -0.3 | 6 | -5 | -1 | -22 | 3 | 3 | 1
- Cc1ccc2nc(N(CCCN(C)C)C(=O)c3cc4ccccc4oc3=O)sc2c1
  7 | -20 | -2.7 | -1 | -6 | 9 | 20 | -2 | -30 | 4

# Following part:
SMILES,NSD2 HMT inh,SR-BI DiI-HDL act,CAL PDZ FP-1,MITF act,CAL PDZ FP-2,dFosB activator,SR-BI DiI inh,PvdQ inh,PfHsp90 yeast 2,Rtt109 HAT inh
COc1ccc(CCNC(=O)COC(=O)c2ccc(OC)cc2OC)cc1,-2,2,-0.1,3,/,-11,-2,-14,-4,-5
Cc1ccc(NCC(=O)N/N=C/c2cc3ccccc3nc2Cl)cc1,/,-25,/,/,-4,-10,25,-13,/,-9
O=C(O)C1CC=CCC1C(=O)NCc1ccc2c(c1)OCO2 (configuration not stated),-2,15,-1.1,0,/,-3,-15,-18,/,-6
COc1ccc(C(CC(=O)N2CCOCC2)C(C)C)cc1 (configuration not stated),-4,0&2,-2.1,13,1,-4,0&-2,7&-9,8,-1&-7
CCCCOc1ccc(C(=O)N2CCN(c3ccc(N4CCOCC4)nn3)CC2)cc1,1,-11,-0.6,-10,-3,-16,11,-14,-15,-6
COC1(c2ccccc2)NC(=S)NN=C1c1ccccc1 (configuration not stated),24,13,-0.2,1,-1,3,-13,-5,/,-2
CCC(C(=O)Nc1ccsc1C(=O)OC)c1ccccc1 (configuration not stated),-4,7,-0.8,6,-1,-2,-7,-6,-6,1
CC(C)CNC(=O)COC(=O)c1cccc(S(=O)(=O)NCC(F)(F)F)c1,-7,9,-1.2,-16,2,-6,-9,-14,-3,2
Cc1ccsc1C(=O)Nc1ccccc1N1CCOCC1,-2,-42,-0.7,-2,/,6,42,-12,-35,-10
CCCCN(C(=O)c1cccc(S(=O)(=O)N(CC)c2ccccc2)c1)c1c(N)n(CC(C)C)c(=O)[nH]c1=O,1,8,-0.1,5,-5,15,-8,-7,/,-3
Cc1cc(C)c2c(N)c(C(=O)NN3CC(=O)N(c4ccccc4F)CC3=O)sc2n1,-2,-1,0.1,6,-2,-10,1,-14,-9,-265
NCCCCCc1nnc(SCC(N)=O)o1,-1,17,-1.2,-6,-1,0,-17,9,5,-4
CC[C@@H](NC(=O)Cn1cc(C)c(=O)[nH]c1=O)c1ccccc1,/,16,0.6,-1,-1,-4,-16,-8,-20,-5
C/C(=N\NC(=O)c1ccc(-c2ccccc2)cc1)c1cccc(N)c1,-5,-56,-1.4,0,-3,1,56,0,11,4
CCSC1=NC(=O)/C(=C2/C=Cc3ccccc3N2CC)S1,21,/,0.1,-2,-1,-14,/,-10,23,-8
CCCn1c(SCC(=O)NC2CC2)nnc1-c1ccccn1,-8,28,-0.8,-6,0,-3,-28,3,0,9
O=S(=O)(Nc1ccc(-c2ccc(N3CCOCC3)nn2)cc1)c1cc(Cl)ccc1Cl,3,2,-6.2,13,-3,0,-2,-8,/,-9
Cc1ccc(C23CCC(=O)N2C(C(=O)O)CS3)c(C)c1 (configuration not stated),6,/,-0.6,-4,/,0,/,6,10,0
